# Bioassay records from PubChem.
# ssDAF12 agonist – S. stercoralis DAF-12 activation, primary screen. HEK293 ssDAF-12/GRIP1 lit1-tk-luc reporter, luminescence; % of 3 µM dafachronic acid response. activation, % at 6.8 µM. hit rate 1% among 370,000. AID 652126;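 active means activation above the mean over all tested compounds plus 3 SD, cut at about 0.9% in these data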;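 further: 0% = DMSO-only wells and 100% = 3 µM delta7-dafachronic acid wells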
# FXN GAA850 act – frataxin GAA850 promoter activation. HEK293 lucGAA850 FXN promoter luciferase reporter, 24 h; percent of 10 µM SAHA response. activation, % at 6 µM. hit rate 0.56% among 360,000;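 active means activation above the average of all compounds screened plus 3 SD, cutoff fixed separately per campaign, cut at about 7.5% in these data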;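 further: 0% = DMSO wells and 100% = 10 µM SAHA wells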
# DAX1 inh-1 – inhibits human nuclear receptor DAX1. inhibition, % at 6.75 µM. AID 504766. HEK293 Gal4-DAX1 luciferase reporter, luminescence. hit rate 0.99% among 340,000;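 active means inhibition above the mean over all tested compounds plus 3 SD, cut at about 4.2% in these data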;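 further: 0% = DAX1-transfected cells with DMSO and 100% = empty-vector control cells with DMSO; inhibition shows as a rise in luminescence from relieved DAX1 repression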
# hgDAF-12 ag – agonists of H. glycines DAF-12 nuclear receptor; HEK293 GAL4-hgDAF12 UAS-luciferase reporter, agonist luminescence; normalized to butyrate control; activation, % at 6.8 µM; hit rate 1.8% among 370,000;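 active means activation above a cutoff set at the mean of all screened compounds plus 3 SD, cut at about 10% in these data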;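 further: 0% = DMSO wells and 100% = sodium butyrate wells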
# DAX1 inh-2 – DAX1 (NR0B1) inhibition, primary screen. HEK293T StAR-luciferase reporter, SF-1/DAX-1 repression relief. inhibition, % at 6.8 µM. hit rate 1.1% among 370,000. AID 652010;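 active means inhibition above the mean over all tested compounds plus 3 SD, cut at about 3.6% in these data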;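 further: 0% = DAX-1 cells with DMSO and 100% = cells lacking DAX-1 with DMSO; higher inhibition means more luminescence from relief of DAX-1 repression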
# ADAM10 inh – inhibits human ADAM10; recombinant ADAM10, EDANS/DABCYL FRET peptide cleavage, 3 h; AID 720582; O14672; inhibition, % at 7 µM; hit rate 0.62% among 370,000;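 active means inhibition above a per-campaign cutoff equal to the mean of compounds falling between control-based bounds plus 3 SD, cut at about 20% in these data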;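 further: 0% = DMSO wells while the 100% control is not disclosed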
# Target sequence (O14672 214-748 limits assumed): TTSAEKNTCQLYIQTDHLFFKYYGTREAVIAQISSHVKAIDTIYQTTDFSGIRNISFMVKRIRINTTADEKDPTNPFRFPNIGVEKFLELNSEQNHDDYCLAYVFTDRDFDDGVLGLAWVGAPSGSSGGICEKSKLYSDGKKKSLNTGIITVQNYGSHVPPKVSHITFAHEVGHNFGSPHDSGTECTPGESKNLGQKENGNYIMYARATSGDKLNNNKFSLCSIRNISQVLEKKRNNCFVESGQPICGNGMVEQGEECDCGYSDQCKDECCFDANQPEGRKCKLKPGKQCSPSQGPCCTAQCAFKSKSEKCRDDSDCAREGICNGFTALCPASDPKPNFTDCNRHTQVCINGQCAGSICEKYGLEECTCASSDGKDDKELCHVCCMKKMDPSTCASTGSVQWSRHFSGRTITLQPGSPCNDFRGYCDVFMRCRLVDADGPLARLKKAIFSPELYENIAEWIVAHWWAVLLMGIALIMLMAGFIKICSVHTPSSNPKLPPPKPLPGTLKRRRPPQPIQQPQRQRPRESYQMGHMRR
# ADAM17 inh – ADAM17 inhibition, QFRET primary screen; P78536; recombinant ADAM17, EDANS/DABCYL FRET peptide cleavage; inhibition, % at 6.95 µM; hit rate 0.83% among 370,000; AID 720648;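 active means inhibition above the mean of compounds lying between control limits plus 3 SD, set per campaign, cut at about 8.5% in these data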;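 further: 0% = DMSO-only wells as the low control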
# PLCg1 inh – inhibitors of human phospholipase C gamma1. P19174. purified PLC-gamma1, fluorogenic substrate, fluorescence. inhibition, % at 12.2 µM. hit rate 0.84% among 370,000; in the data active means inhibition above about 9.5%
# hcDAF-12 act – H. contortus DAF-12 activation, primary screen | HEK293 hcDAF-12 lit1-tk-luc reporter, luminescence; 0% DMSO, 100% Δ7-dafachronic acid | hit rate 1.4% among 370,000 | activation, % at 6.8 µM;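 active means activation above the mean of all tested compounds plus 3 SD, cut at about 5.5% in these data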;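 further: 100% = response to 3 µM Δ7-dafachronic acid high control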
# HGIII-sPLA2 inh – Inhibits HGIII-sPLA2 liposome hydrolysis, primary screen; Q9NZ20; QFRET BODIPY PC-A2 liposome hydrolysis, fluorescence; inhibition, % at 12.2 µM; hit rate 0.56% among 370,000;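 active means inhibition above mean plus 3 SD of compounds lying within the high and low control bounds, cut at about 19% in these data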;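 further: 0% = median of test compound wells and 100% = no enzyme DMSO wells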
# Target sequence (Q9NZ20 whole entry, looked up): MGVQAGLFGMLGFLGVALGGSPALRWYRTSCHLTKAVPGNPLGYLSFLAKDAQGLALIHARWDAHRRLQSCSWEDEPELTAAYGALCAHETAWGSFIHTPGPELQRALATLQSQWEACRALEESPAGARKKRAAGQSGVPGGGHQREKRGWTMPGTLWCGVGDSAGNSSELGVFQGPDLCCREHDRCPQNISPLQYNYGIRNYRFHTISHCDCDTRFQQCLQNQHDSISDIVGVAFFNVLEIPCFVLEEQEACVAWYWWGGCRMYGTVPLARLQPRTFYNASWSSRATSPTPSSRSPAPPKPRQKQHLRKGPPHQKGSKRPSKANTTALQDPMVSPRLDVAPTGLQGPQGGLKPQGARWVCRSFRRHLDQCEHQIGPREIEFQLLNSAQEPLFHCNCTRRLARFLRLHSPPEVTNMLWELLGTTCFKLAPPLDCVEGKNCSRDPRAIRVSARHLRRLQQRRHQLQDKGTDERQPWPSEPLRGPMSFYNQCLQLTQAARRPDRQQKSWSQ
# PLCb3 inh – inhibitors of human phospholipase C beta3; Purified PLC-beta3, fluorogenic substrate, fluorescence; hit rate 0.18% among 370,000; AID 720704; Q01970; inhibition, % at 12.2 µM; in the data active means inhibition above about 11%;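 further: 0% = median of compound wells on plate and 100% = full blocker control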
# Numbers without * were called inactive; i = inactive; nt = no result given.
SMILES,ssDAF12 agonist,FXN GAA850 act,DAX1 inh-1,hgDAF-12 ag,DAX1 inh-2,ADAM10 inh,ADAM17 inh,PLCg1 inh,hcDAF-12 act,HGIII-sPLA2 inh,PLCb3 inh
Cc1ccc(N2C(=O)N(CC(=O)Nc3ccc(C)cc3C)C(=O)C2C)cc1 (stereo unspecified),-0.6,-0.1,0.0,3.5,-1.1,7,0,0,-0.6,-10,2
CCN(c1cccc2ccccc12)S(=O)(=O)c1ccc(Cl)nc1,-1.1,-1.6,-2.6,0.9,-0.4,-8,-2,0,-0.5,-3,-11
COCC(=O)Nc1ccc2c(c1)OCO2,-1.3,1.3,-2.6,-2.2,-0.4,2,1,3,-0.7,1,-2
OC(CN1CCCCC1)c1ccc2c3c(cccc13)CC2 (stereo unspecified),-0.2,1.4,2.8,1.8,-1.3,-6,-1,-1,-0.4,-4,-2
CCOC(=O)c1sc(NC(=S)NC(=O)CC(C)C)cc1C,-1.0,2.9,-0.8,2.6,-0.6,13,6,5,-1.9,-11,1
NC(c1ccccc1)c1ccncc1 (stereo unspecified),-1.0,1.6,-0.5,0.0,-0.4,-6,-2,1,0.1,-1,-8
O=C(CC(SCCO)c1ccc([N+](=O)[O-])cc1)c1ccco1 (stereo unspecified),-1.8,2.7,0.1,0.4,-1.4,3,0,-2,7.1*,-1,-5
COc1ccc(S(=O)(=O)NCCOc2ccccc2)cc1-n1cnnn1,-1.0,-1.9,-3.8,-3.9,0.9,-3,-2,2,-2.0,-1,-1
CCOC(=O)[C@]12CCCC=C1N(Cc1ccc3c(c1)OCO3)C(=O)[C@H](CC(=O)N1CCCC1)C2,-0.7,nt,nt,1.1,-1.5,-2,-1,4,-0.2,-4,4
CC(C)=CC(=O)Nc1ccc(OCc2ccccc2)cc1,-1.9,5.5,0.5,5.2,1.7,1,1,5,2.5,-5,4
Cn1c(N)c(C(=O)COC(=O)c2cccc(S(=O)(=O)N3CCCCC3)c2)c(=O)n(C)c1=O,-1.4,2.2,-0.6,0.0,-0.2,1,3,1,-2.7,-2,6
O=C(c1cccnc1)N1C2CCC1CC(O)(c1ccc(F)cc1)C2 (stereo unspecified),-0.7,-0.5,0.9,1.4,0.5,5,-3,-1,1.2,10,2
CC(OC(=O)CC1CCCCC1)C(=O)Nc1ccc(F)cc1 (stereo unspecified),-1.3,0.9,-0.3,0.6,-0.8,7,1,-1,-1.1,0,-3
Cn1cccc1C1C(C#N)=C(N)OC2=C1C(=O)CCC2 (stereo unspecified),-1.1,2.2,nt,2.6,0.1,-1,-5,-6,-1.3,-4,-8
Cc1ccc(C)c(NC(=O)Cn2c([N+](=O)[O-])cnc2C)c1,-1.1,0.7,-1.1,2.7,-0.8,-2,-2,3,0.1,0,0
Brc1ccc(-c2nn3c(-c4ccco4)nnc3s2)o1,-1.0,-1.4,-0.5,-1.4,0.1,0,-3,-21,-0.4,-7,-38
Cc1cc(C(=O)NNS(=O)(=O)c2ccccc2C(F)(F)F)nn1C(C)(C)C,-0.8,1.7,1.2,-2.2,-0.5,9,0,5,1.2,-3,3
CCCCOC(=O)c1nc(Cl)c(Cl)c(N)c1Cl,-0.8,3.9,0.5,-2.3,0.1,2,0,1,-1.0,-1,2
CCN(CC)c1ccc2cc(S(=O)(=O)c3ccc(Cl)cc3)c(=O)oc2c1,-1.0,-1.7,1.7,-0.7,-0.6,-251,-65,-36,-1.1,3,-50
CC1CCN(S(=O)(=O)c2ccc(C(=O)Nc3nnc(C4=COCCO4)o3)cc2)CC1,-0.8,2.2,0.2,4.7,-1.3,-3,4,-1,-0.8,-10,-2
CCCNC(=O)C1(C)CCCN(C(=O)c2cccc(Cl)c2)C1 (stereo unspecified),-0.8,-0.8,nt,-2.6,-0.4,-10,-7,1,-1.8,7,2
COc1ccccc1NC(=S)N(Cc1cccnc1)Cc1ccco1,-1.3,0.5,-0.6,0.0,-0.2,-1,-2,1,-0.2,3,-2
O=C(CN1C(=O)NC2(CCCC2)C1=O)N1CCN(c2ccc(C(F)(F)F)cc2[N+](=O)[O-])CC1,-1.4,0.5,-0.8,0.8,-1.4,-4,0,-2,0.1,-2,4
C=CCn1c(CCC(=O)O)ccc1-c1ccc(OC)cc1,-0.7,-1.7,-1.3,-2.2,0.0,-180,-58,-73,-0.1,-5,-108
C=CCN1[C@@H](C)COc2cccc(N3CCSCC3)c2S1(=O)=O,-1.7,nt,nt,-1.2,-0.4,6,2,1,-1.0,10,-2

# Look-ups from the entries so far:
# In ssDAF12 agonist, `Cc1cc(C(=O)NNS(=O)(=O)c2ccccc2C(F)(F)F)nn1C(C)(C)C` is listed with -0.8
# In ADAM10 inh, `CC(C)=CC(=O)Nc1ccc(OCc2ccccc2)cc1` is listed with 1
# In ADAM17 inh, `CCCNC(=O)C1(C)CCCN(C(=O)c2cccc(Cl)c2)C1` (stereo unspecified) is listed with -7

# Later entries:
SMILES,ssDAF12 agonist,FXN GAA850 act,DAX1 inh-1,hgDAF-12 ag,DAX1 inh-2,ADAM10 inh,ADAM17 inh,PLCg1 inh,hcDAF-12 act,HGIII-sPLA2 inh,PLCb3 inh
COc1ccc(OC)c(C2C(C(=O)Nc3cccnc3)=C(C)NC3=C2C(=O)CCC3)c1 (stereo unspecified),-1.1,1.9,1.7,1.5,1.3,-78,-18,-91,-0.7,15,-126
Cc1ccccc1Nc1nc(N)nc(COC(=O)C2CCCCC2)n1,-1.2,2.6,4.0,1.8,0.0,-6,2,1,4.7,7,-2
CS(=O)(=O)c1ccc(Cl)c(C(=O)O)c1,-1.1,1.9,-0.3,0.9,0.8,3,1,4,1.6,7,4
CN1CCN(S(=O)(=O)c2ccc(NC(=S)NC(=O)C(C)(C)C)cc2)CC1,-0.9,-0.9,-0.2,0.2,0.2,0,1,0,1.2,4,2
C=CCn1c(C)cc(C(=O)CSc2nnc(C3CC3)n2C2CC2)c1C,-0.2,3.4,0.3,3.2,4.2*,-8,-5,-1,-0.2,3,-7
Cc1cc(NC(=O)CSc2nc(N)c(NC(=O)c3ccco3)c(=O)[nH]2)no1,-1.4,2.5,7.5*,-2.6,-0.5,1,-1,-1,-1.6,-4,-5
O=C(/C=C/Nc1ccc(F)cc1F)c1cccs1,2.4*,-1.6,-2.6,21*,6.1*,8,3,-8,12*,-1,-8
O=C1OCC2=C1C(c1ccc(F)cc1)c1cc3c(cc1N2)OCCO3 (stereo unspecified),0.1,2.4,0.9,-8.2,2.1,i,-289,-374,-0.2,-4,i
CCN(C(=O)CSc1nc(-c2ccccc2)cn1N)c1c(N)n(Cc2ccccc2)c(=O)[nH]c1=O,-0.2,-0.3,-1.2,-0.8,0.2,-11,-1,-8,0.4,1,-5
C=CCOC(=O)CCC(=O)Nc1cccc2ccccc12,-1.1,-2.0,0.1,-0.4,0.5,9,2,9,2.4,4,7
COc1ccc(/C=N/NC(=O)c2ccccc2OCc2ccccc2)c(OC)c1,-1.4,-3.1,0.7,7.7,-0.2,-9,-3,-35,-1.9,-4,-44
O=C(NCCN1CCOCC1)c1cc(-c2ccco2)on1,-1.0,4.2,1.8,9.4,-0.5,-6,-6,-1,-0.6,6,-4
CCOc1ccc(C2C(C(=O)OC)=CN(C(C)c3ccccc3)C=C2C(=O)OC)cc1 (stereo unspecified),-0.1,0.5,-1.5,-0.5,0.0,i,-133,-169,0.1,0,-220
COc1cc(C(=O)Nc2scc(-c3ccc(C)cc3)c2C(=O)O)cc(OC)c1OC,-0.8,0.2,0.1,2.4,0.0,14,1,-56,-0.6,-11,-74
Cc1ccc(N2C=Nc3ccc(C)c4nc(C)cc2c34)cc1,-1.5,3.8,-0.3,-0.3,0.1,-475,-147,i,-1.6,4,i
O=C1C2CCCN2C(c2ccccc2F)N1c1cccc(Cl)c1 (stereo unspecified),-1.0,-0.2,2.9,0.7,0.6,-6,2,5,-1.0,3,5
NC(=O)c1ccc[n+](CC(=O)c2ccc(F)cc2)c1,-0.1,0.2,0.2,0.5,0.0,6,3,-7,0.8,-4,-17
Clc1nc(N2CCOCC2)ncc1Br,-1.0,1.8,-0.2,-0.3,0.1,12,0,12*,0.4,2,-5
Cc1nn(C)cc1CNC(=O)Nc1ccc(Br)cc1Cl,-0.7,-1.0,-2.1,-0.9,-0.9,85*,2,-2,-1.1,-3,-2
CCOc1ccc(CNC(=O)C(C)n2ccc3cc(S(=O)(=O)N4CCCC4)ccc32)cc1 (stereo unspecified),-1.4,-1.7,-0.1,-1.9,-0.7,12,1,1,-2.7,-15,-7
O=C(CCCn1c(=O)oc2ccccc21)Nc1ccccc1,-0.1,2.6,1.4,3.1,1.4,-2,-4,2,0.8,0,-2
COc1ccc(CNC(=O)c2[nH]c(C(F)(F)F)nc2-c2ccccc2)cc1OC,-1.4,nt,nt,-1.4,-0.1,-6,-1,1,-1.5,-7,1

# In the list so far, these contain a nitro group on carbon.
SMILES,ssDAF12 agonist,FXN GAA850 act,DAX1 inh-1,hgDAF-12 ag,DAX1 inh-2,ADAM10 inh,ADAM17 inh,PLCg1 inh,hcDAF-12 act,HGIII-sPLA2 inh,PLCb3 inh
O=C(CC(SCCO)c1ccc([N+](=O)[O-])cc1)c1ccco1 (stereo unspecified),-1.8,2.7,0.1,0.4,-1.4,3,0,-2,7.1*,-1,-5
Cc1ccc(C)c(NC(=O)Cn2c([N+](=O)[O-])cnc2C)c1,-1.1,0.7,-1.1,2.7,-0.8,-2,-2,3,0.1,0,0
O=C(CN1C(=O)NC2(CCCC2)C1=O)N1CCN(c2ccc(C(F)(F)F)cc2[N+](=O)[O-])CC1,-1.4,0.5,-0.8,0.8,-1.4,-4,0,-2,0.1,-2,4

# Entries of single compounds from above. Screens in order: ssDAF12 agonist | FXN GAA850 act | DAX1 inh-1 | hgDAF-12 ag | DAX1 inh-2 | ADAM10 inh | ADAM17 inh | PLCg1 inh | hcDAF-12 act | HGIII-sPLA2 inh | PLCb3 inh
# `O=C(/C=C/Nc1ccc(F)cc1F)c1cccs1` is listed with 2.4* | -1.6 | -2.6 | 21* | 6.1* | 8 | 3 | -8 | 12* | -1 | -8
# `Cc1ccccc1Nc1nc(N)nc(COC(=O)C2CCCCC2)n1` is listed with -1.2 | 2.6 | 4.0 | 1.8 | 0.0 | -6 | 2 | 1 | 4.7 | 7 | -2
# `Cc1nn(C)cc1CNC(=O)Nc1ccc(Br)cc1Cl` is listed with -0.7 | -1.0 | -2.1 | -0.9 | -0.9 | 85* | 2 | -2 | -1.1 | -3 | -2

# Records listed so far that bear a hit mark in PLCg1 inh.
structure | ssDAF12 agonist | DAX1 inh-1 | DAX1 inh-2 | ADAM10 inh | ADAM17 inh | PLCg1 inh | hcDAF-12 act | HGIII-sPLA2 inh | PLCb3 inh
Clc1nc(N2CCOCC2)ncc1Br | -1.0 | -0.2 | 0.1 | 12 | 0 | 12* | 0.4 | 2 | -5
